# CaV13 ICDI inh: Disruptors of the CACNA1D IQ motif to Ca2+-dependent inactivation inhibitor domain association, primary screening, Förster resonance energy transfer in intact living …. AID 743397. inhibition, % at 12.3 µM. hit rate 0.098% among 340,000. HEK cells, CFP/YFP FRET ICDI-IQ, plate reader, 10 min; percent FRET-ratio fall versus neutral wells;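 active = mean replicate inhibition of at least 30% and at least 1% of replicates passing that level; inconclusive = only one of the two criteria is met; inactive = neither criterion is met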;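 also: 0% = median of the neutral control wells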
# PDI inh: blocks human protein disulfide isomerase activity; inhibition, % at 10 µM; P07237; hit rate 0.052% among 350,000; PDI insulin aggregation turbidity, A650, 90 min; AID 588391;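 active = mean inhibition across replicates of 30% or more, whatever share of single replicates reach that level; inconclusive = mean inhibition below 30% while every single replicate reaches 30%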;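 also: absorbance from insulin aggregation driven by PDI reduction with DTT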
# ABCB6 inh 2: blocks the human ABCB6 transporter; K562-ABCB6 porphyrin accumulation, flow cytometry, 1 h; stronger effect = lower value; fluorescence ratio to DMSO, % at 10 µM; hit rate 0.19% among 360,000;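 active = fluorescence ratio to DMSO below 75%, the collection mean minus 3 SD; inconclusive = too few cells collected in the well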;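 also: signal is porphyrin accumulated inside mitochondria; 100% equals median channel fluorescence of DMSO control wells; lower ratio means ABCB6 inhibition with less porphyrin fluorescence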
# Target sequence (Q9NP58 whole entry, looked up): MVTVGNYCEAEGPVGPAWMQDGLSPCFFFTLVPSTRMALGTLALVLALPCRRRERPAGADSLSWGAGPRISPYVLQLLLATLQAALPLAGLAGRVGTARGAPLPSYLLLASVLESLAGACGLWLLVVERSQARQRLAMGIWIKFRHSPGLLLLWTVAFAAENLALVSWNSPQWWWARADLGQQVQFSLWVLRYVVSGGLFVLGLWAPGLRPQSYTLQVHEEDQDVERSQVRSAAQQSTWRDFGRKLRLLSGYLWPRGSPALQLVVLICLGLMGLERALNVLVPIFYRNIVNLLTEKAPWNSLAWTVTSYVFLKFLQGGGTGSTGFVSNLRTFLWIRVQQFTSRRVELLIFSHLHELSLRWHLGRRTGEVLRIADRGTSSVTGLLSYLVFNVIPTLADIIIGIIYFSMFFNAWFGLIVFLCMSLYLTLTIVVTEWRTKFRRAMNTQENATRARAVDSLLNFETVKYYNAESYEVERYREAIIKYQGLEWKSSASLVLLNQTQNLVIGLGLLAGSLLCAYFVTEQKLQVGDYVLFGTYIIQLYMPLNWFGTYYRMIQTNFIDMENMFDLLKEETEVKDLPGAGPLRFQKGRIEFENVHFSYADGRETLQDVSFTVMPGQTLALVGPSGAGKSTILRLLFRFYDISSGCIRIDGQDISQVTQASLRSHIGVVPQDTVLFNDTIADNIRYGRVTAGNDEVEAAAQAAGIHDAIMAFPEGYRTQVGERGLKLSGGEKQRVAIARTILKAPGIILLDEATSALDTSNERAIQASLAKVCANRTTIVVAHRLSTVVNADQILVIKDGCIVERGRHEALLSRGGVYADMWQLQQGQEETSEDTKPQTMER
# Glyco luc inh: blocks N-linked glycosylation in D54 reporter cells | D54 ERlucT glycosylation luciferase reporter, 24 h; percent of 100 nM tunicamycin response | reporter increase, % at 12.5 µM | hit rate 0.23% among 360,000 | AID 588692;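 active = mean luciferase reporter signal, scaled so untreated is 0 and the glycosylation-blocking control 100, at or above a set limit in every replicate; inconclusive = mean reaches the limit but not every replicate does; inactive = mean below the limit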;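 also: luciferase carries N-glycosylation sites so blocking glycosylation raises the light; 0% = median of neutral control wells and 100% = median of 100 nM tunicamycin wells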
# Exocytosis inh: lytic granule exocytosis inhibition. TALL-104 LAMP-1 surface exposure, flow cytometry; cells stimulated with thapsigargin and PMA. inhibition, % at 10 µM. AID 651702. hit rate 0.66% among 360,000;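 active = inhibition above about 55%, limit read from the data; inconclusive = no clear call, values can overlap the other calls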
# iPSC survival up: hiPSC single-cell survival enhancement | ATPlite luminescence; 100% = ROCK inhibitor wells, 0% = DMSO | survival enhancement, % at 20 µM | hit rate 0.044% among 360,000; in the data active = survival enhancement above about 18%;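 also: cells exposed to compounds for 16 hours before the ATP read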
# HTR2A ag: agonists of mouse serotonin 5-HT2A receptor (HTR2A); CHO-K1 mHTR2A beta-arrestin complementation, luminescence; percent of 30 µM serotonin response; activation, % at 7.6 µM; hit rate 0.66% among 360,000; AID 624169;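 active = activation above a run cutoff, the mean activation of all tested compounds plus 3 SD, cut at about 14% in these data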;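 also: 0% = plate median of compound wells and 100% = 30 µM serotonin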
# aDG glyco up: increases alpha dystroglycan glycosylation; Pro5-aDG cells, alpha-DG glycosylation AlphaScreen (IIH6); 0% Pro5, 100% B10-LARGE cell signal; activation, % at 10 µM; hit rate 0.22% among 360,000; AID 624168;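 active = activation of at least 8% versus controls, or a plate z-score of at least 8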;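 also: Pro5 are CHO cells carrying HIG-tagged alpha-DG that lacks glycosylation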
# Cardio protect: myocardial damage modulation in H9c2 cells; H9c2 cardiomyocytes, H2O2 injury protection, ATPLite, 2 h; protection from H2O2 cell death, % at 20 µM; hit rate 0.63% among 360,000; AID 588492;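 active = compounds giving at least 50% protection of heart cells from peroxide-induced death in the single-dose screen, raw or plate-pattern-corrected value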;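 also: 0% = DMSO wells with peroxide and 100% = DMSO wells without peroxide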
# Vif inh: HIV Vif inhibition; HEK293T cells, Vif self-association by quenched fluorescence, imaging, 24 h; inhibition, % at 7.49 µM; hit rate 0.35% among 340,000; AID 602346; in the data active = inhibition above about 50%, passing the limit was not always enough; inconclusive = no clear call, values can overlap the other calls; inactive = below about 31%; also: some results filed as inactive read as strong as hits
# Starred values were filed as active, the others as inactive; ? = inconclusive; / = no result given.
SMILES,CaV13 ICDI inh,PDI inh,ABCB6 inh 2,Glyco luc inh,Exocytosis inh,iPSC survival up,HTR2A ag,aDG glyco up,Cardio protect,Vif inh
CCOC(=O)N1CCN(C(=O)CNC(=O)Cn2cnc3ccccc3c2=O)CC1,-18,-3,113,-1,-2,-3.3,7,-0.3,9,2
CCc1cccc2c1NC(=O)C2=O,-6,9,99,5,3,1.5,4,0.7,3,0
C/C(=N\Nc1nc(N2CCOCC2)nc(N2CCOCC2)n1)c1cccc([N+](=O)[O-])c1,-3,-12,97,3,1,-0.7,4,-0.2,13,16
COc1cc2c(cc1OC)C(C)N(C(=O)CCc1c[nH]c3ccccc13)CC2 (configuration not stated),-3,-1,97,1,0,-0.3,-5,0.1,0,4
O=C(/C=C/c1ccc(OCCCF)cc1)Nc1ccnc(-c2ccncc2)n1,2,-1,95,1,24,-0.5,1,0.4,14,0
Cc1occc1-c1nnc(SCC(=O)NC2CCCC2)n1C,-5,-1,98,-1,4,2.2,2,0.0,-2,3
Cc1cc(C)nc(Nc2nc(C(N)Cc3ccc(F)cc3)cs2)n1 (configuration not stated),-4,-30,96,7,-2,-3.6,-4,0.0,-1,-1
CCc1ccc(-c2nc(C(N)=O)c3[nH]c(=O)n(-c4ccccc4OC)c3n2)cc1,-6,-1,101,12,-6,-1.5,1,-0.3,-3,0
CC1(C)Cc2c(c(N3CCCC3)nc3sc4c(N5CCN(CCO)CC5)ncnc4c23)CO1,-8,-7,100,-3,1,-1.3,-5,-0.3,21,12
CCCNC(=O)C(=O)NCCC1=CCCCC1,/,-11,94,-2,7,-0.3,1,0.2,8,6
COc1ccc(C(=O)NCc2nnc(SCC(=O)NCc3ccco3)o2)cc1,-7,7,104,0,-5,-0.1,7,-0.1,-2,-6
CCCCn1c(CCc2ccccc2)nc2cc3[nH]c(=O)c(C(C)C)nc3cc21,-6,1,104,1,-4,-0.7,1,1.2,2,-9
O=C(NC1CC2CCC(C1)N2C(=O)NC1CCCCC1)NC12CC3CC(CC(C3)C1)C2 (configuration not stated),-3,2,95,-1,3,-3.0,-1,0.1,-6,3
O=C(CNC(=O)c1ccc(Cl)cc1Cl)OCc1nnc(-c2ccccc2)o1,-4,-7,100,1,5,-0.2,0,-0.1,12,19
Cc1ccc(-c2nn(-c3ccccc3)cc2C(=O)N2CCOCC2)cc1C,-4,3,102,-1,1,-0.4,-8,-1.0,-2,9
CCCCN(C(=O)c1ccccc1F)c1c(N)n(CCC)c(=O)[nH]c1=O,-7,-1,103,2,-12,-0.1,3,0.1,6,7
O=C(Nc1ccccc1F)c1cc2nc(C(F)F)cc(C(F)F)n2n1,-6,5,90,0,2,2.5,-2,0.0,-7,4
Cc1ccc(S(=O)(=O)N(C)C)cc1NC(=O)COC(=O)c1cccs1,-5,4,99,0,-4,0.7,-1,-0.3,-1,?
O=C(c1ccccc1[N+](=O)[O-])N1CCCC(C(=O)N2CCCCCC2)C1 (configuration not stated),-20,-2,98,1,3,2.2,-2,0.0,-2,-3
COc1ccc(-c2cc(C(=O)OCC(=O)NC(C)(C)C)c3ccccc3n2)cc1,/,9,95,2,3,-0.2,4,1.1,1,-1
CC(C)(C)[C@H]1C=C(C(=O)N2CCN(Cc3ccc4c(c3)OCO4)CC2)O[C@@H](OCc2ccc(CO)cc2)C1,-4,1,88,1,4,1.4,-4,0.3,-2,/
Cc1ccc(-c2csc(N(CCc3ccccc3)C(=O)COc3ccccc3)n2)cc1,-4,3,98,-8,0,-2.5,4,0.5,0,1
Cc1c(C(=O)NCC2CCCO2)oc2ccc(S(=O)(=O)N3CCCCC3)cc12 (configuration not stated),-7,2,100,0,1,0.4,-2,-0.4,5,-3
O=c1ncn(-c2ccccc2F)c2ncccc12,-5,10,97,3,-2,1.3,0,-0.1,1,-4
O=C(NCCCn1ccnc1)c1ccc(-c2ccccc2)cc1,-3,-15,96,-3,5,-0.7,-4,-0.3,-5,-6
Cc1cc(O)c(NC(=O)c2ccco2)cc1C,-2,-5,97,-3,1,-1.9,-5,-0.5,7,/
Cc1nc(NC(=O)/C=C/c2ccccc2)sc1C(=O)Nc1ccc(Cl)cc1,-4,-4,99,-7,4,-1.7,4,-0.4,-4,-3
CC1(C)CC(=O)c2cc(OCC(=O)NCCCN3CCN(c4ccc(F)cc4)CC3)ccc2O1,-8,-3,93,-3,2,-0.1,-8,0.3,4,/
O=C(CN1CCCC1c1cccs1)N1CCN(S(=O)(=O)c2cccc(F)c2)CC1 (configuration not stated),-2,-5,103,0,-4,-0.1,4,0.1,1,9
O=C(COc1ncnc2ccc(Br)cc12)Nc1ccc(N2CCOCC2)cc1,-4,-2,95,1,-10,-2.2,2,0.0,-3,-6
CCN(CC)CCn1c(=N)n(CC(O)c2ccc(OC)c(OC)c2)c2ccccc21 (configuration not stated),-5,-1,98,5,-1,0.2,0,0.2,4,-4
Cc1ccc2oc(-c3cccc(NC(=O)/C=C/c4cccc([N+](=O)[O-])c4)c3C)nc2c1,-3,0,96,-4,-5,-1.7,0,0.5,-9,1
CCNC(=O)NC(=O)C(C)OC(=O)CNS(=O)(=O)c1c(Cl)cc(Br)cc1Cl (configuration not stated),0,-2,91,1,6,1.4,-5,0.4,-4,6
CCCCNC(=O)CCCCC(=O)N/N=C/c1ccccc1Cl,-4,-7,94,2,0,-0.5,0,0.0,0,8
CN1CCN(CC(=O)NC23CC4CC(CC(C4)C2)C3)CC1,-5,-1,92,-1,-8,0.2,1,-0.2,9,-3
COc1ccc(OC)c(C(C[N+](=O)[O-])c2c(C)cc3ccccn23)c1 (configuration not stated),-4,-3,104,11,75*,-0.5,2,0.2,-1,8
Clc1cccc(-c2nnc(SCc3nc4ccccc4[nH]3)n2Cc2ccco2)c1,-4,4,92,-1,-1,-2.3,0,0.3,-2,-51
CC(=O)Nc1ccc(SCC(=O)NCCc2ccc(F)cc2)cc1,-4,11,97,1,4,-0.4,1,-0.1,-2,17
Cc1ccc(C)c(/C=C/C(=O)c2ccccc(=O)c2O)c1,-3,13,98,14,-2,-1.2,-6,-0.1,39,?
CC1(C)OC(=O)N(c2ccccc2)C12C=Cc1cc(Br)ccc1O2 (configuration not stated),-4,-19,78,-6,1,0.4,-5,0.6,-15,-23
O=S(=O)(c1ccccc1)N1CCN(c2ncnc3scc(-c4ccccc4)c23)CC1,-4,-5,101,-10,2,-0.5,0,0.5,6,-5
N#CCC(CNc1ncc(C(F)(F)F)cc1Cl)OC(=O)c1c(F)cccc1F (configuration not stated),-11,2,107,20,0,-1.3,-6,-0.1,-9,/
CCN(CC(=O)Nc1c(F)cccc1F)C(=O)c1ccc2c(=O)n3c(nc2c1)CCC3,-6,-3,98,1,-8,-0.4,6,-0.1,1,-7
COC(=O)Cn1c(=N)n(CCN2CCCCC2)c2ccccc21,-4,3,101,2,0,-1.3,5,0.0,24,-7
CCOC(=O)N1CCN(Cc2cn3ccccc3n2)CC1,-9,6,101,0,-1,-0.2,5,-0.1,-1,-2
CC(c1nnc(SCC(=O)N2CC(=O)Nc3ccccc32)n1Cc1ccccc1)N(C)C (configuration not stated),-2,1,97,2,1,0.3,4,0.1,10,-3
Fc1ccccc1N1CCN(C2CCCN(Cc3cccc(C(F)(F)F)c3)C2)CC1 (configuration not stated),-2,11,96,-2,1,-0.4,3,-0.1,-4,15
CCN(CC)S(=O)(=O)c1cccc(C(=O)N/N=C(\C)c2ccc(O)cc2O)c1,-7,0,90,-15,6,-0.7,-5,0.8,48,18
O=C(CS(=O)(=O)Cc1ccccc1)N1CCN(C(=O)c2ccco2)CC1,-6,5,98,1,3,1.2,4,-0.1,-1,2
C/C(=N\NC(=O)c1nnn(-c2nonc2N)c1CSc1ccc(C)cc1)c1cccnc1,-5,-3,96,1,4,2.6,0,-0.3,55*,-6
Cc1ccc(Sc2nc(-c3ccccc3)nnc2C(F)(F)F)cc1,-4,-1,98,14,12,-5.0,4,0.0,0,2
Cc1cc(C)cc(OCC(=O)OCC(=O)NC2CCCC2)c1,-2,-4,99,-2,-11,-0.4,1,0.0,7,13
Cc1ccc2[nH]c3c(NCCN4CCOCC4)ncnc3c2c1,-4,3,93,2,-1,3.7,-1,0.3,-4,14
